H9c2 protect: protects H9c2 cardiomyocytes from peroxide injury | AID 588492 | H2O2 injury protection, ATPLite, 2 h | hit rate 0.63% among 360,000 | protection from H2O2 cell death, % at 20 µM;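 active = compounds giving at least 50% protection of heart cells from peroxide-induced death in the single-dose screen, raw or plate-pattern-corrected value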;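 also: 0% = DMSO wells with peroxide and 100% = DMSO wells without peroxide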
MC4R ag barr: human MC4R agonism via beta-arrestin; P32245; U2OS MC4R beta-arrestin complementation, luminescence; percent of melanotan II response, DMSO zero; activation, % at 8.9 µM; hit rate 0.98% among 360,000; AID 540308;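 active = activation above a per-plate cutoff, the mean activation of sample wells on that plate plus 3 SD, cut at about 8% in these data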
CaV13 ICDI inh: Disruptors of the CACNA1D IQ motif to Ca2+-dependent inactivation inhibitor domain association, primary screening, Förster resonance energy transfer in intact living …; hit rate 0.098% among 340,000; HEK cells, CFP/YFP FRET ICDI-IQ, plate reader, 10 min; percent FRET-ratio fall versus neutral wells; AID 743397; inhibition, % at 12.3 µM;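 active = mean replicate inhibition of at least 30% and at least 1% of replicates passing that level; inconclusive = only one of the two criteria is met; inactive = neither criterion is met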;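 also: 0% = median of the neutral control wells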
N-glyco inh: N-linked glycosylation inhibition. D54 ERlucT glycosylation luciferase reporter, 24 h; percent of 100 nM tunicamycin response. reporter increase, % at 12.5 µM. hit rate 0.23% among 360,000. AID 588692;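 active = mean luciferase reporter signal, scaled so untreated is 0 and the glycosylation-blocking control 100, at or above a set limit in every replicate; inconclusive = mean reaches the limit but not every replicate does; inactive = mean below the limit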;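 also: luciferase carries N-glycosylation sites so blocking glycosylation raises the light; 0% = median of neutral control wells and 100% = median of 100 nM tunicamycin wells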
MC4R antagonist: human MC4R antagonism in cAMP assay. P32245. hit rate 0.48% among 360,000. MC4R-expressing cells, MTII-stimulated cAMP, LANCE TR-FRET. AID 540295. inhibition, % at 6.5 µM;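 active = inhibition above its plate's cutoff, the mean of tested wells on that plate plus 3 SD, cut at about 29% in these data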;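 also: 0% = Melanotan II alone and 100% = Melanotan II plus saturating MCL0020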
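material = U2OS cells stably expressing human melanocortin 4 receptor (MC4R) | also added = Melanotan II challenge | dosing = single nominal compound dose of 6.5 µM | detection = TR-FRET with Eu-cAMP and labeled anti-cAMP, 671 nm | replication = singlicate | timing = compound 30 min, challenge 1 h, detection 1 h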
aDG glyco up: increases alpha dystroglycan glycosylation; activation, % at 10 µM; Pro5-aDG cells, alpha-DG glycosylation AlphaScreen (IIH6); 0% Pro5, 100% B10-LARGE cell signal; AID 624168; hit rate 0.22% among 360,000;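 active = activation of at least 8% versus controls, or a plate z-score of at least 8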;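 also: Pro5 are CHO cells carrying HIG-tagged alpha-DG that lacks glycosylation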
PDI inh: blocks human protein disulfide isomerase activity; inhibition, % at 10 µM; hit rate 0.052% among 350,000; PDI insulin aggregation turbidity, A650, 90 min;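 active = mean inhibition across replicates of 30% or more, whatever share of single replicates reach that level; inconclusive = mean inhibition below 30% while every single replicate reaches 30%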;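 also: absorbance from insulin aggregation driven by PDI reduction with DTT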
Target sequence (P07237 whole entry, looked up): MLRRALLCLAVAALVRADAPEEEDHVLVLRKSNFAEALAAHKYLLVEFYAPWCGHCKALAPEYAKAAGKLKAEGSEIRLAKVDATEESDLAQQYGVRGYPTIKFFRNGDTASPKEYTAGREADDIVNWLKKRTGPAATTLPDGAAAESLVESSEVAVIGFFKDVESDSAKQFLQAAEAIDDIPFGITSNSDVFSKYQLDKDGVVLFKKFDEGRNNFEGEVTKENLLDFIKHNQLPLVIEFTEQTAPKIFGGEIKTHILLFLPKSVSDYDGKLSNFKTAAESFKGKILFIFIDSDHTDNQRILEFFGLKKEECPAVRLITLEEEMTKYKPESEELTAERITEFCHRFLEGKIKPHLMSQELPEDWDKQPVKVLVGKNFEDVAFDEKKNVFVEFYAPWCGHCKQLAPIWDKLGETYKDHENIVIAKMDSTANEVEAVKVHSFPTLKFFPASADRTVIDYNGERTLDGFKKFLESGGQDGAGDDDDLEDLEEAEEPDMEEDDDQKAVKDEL
ABCB6 inh MLPCN: blocks the human ABCB6 transporter. Q9NP58. fluorescence ratio to DMSO, % at 10 µM. hit rate 0.19% among 360,000. K562-ABCB6 porphyrin accumulation, flow cytometry, 1 h; active compounds read low;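 active = fluorescence ratio to DMSO below 75%, the collection mean minus 3 SD; inconclusive = too few cells collected in the well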;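 also: signal is porphyrin accumulated inside mitochondria; 100% equals median channel fluorescence of DMSO control wells; lower ratio means ABCB6 inhibition with less porphyrin fluorescence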
Vif imaging: inhibitors of HIV Vif. HEK293T cells, Vif self-association by quenched fluorescence, imaging, 24 h. hit rate 0.35% among 340,000. inhibition, % at 7.49 µM; in the data active = inhibition above about 50%, passing the limit was not always enough; inconclusive = no clear call, values can overlap the other calls; inactive = below about 31%; also: some results filed as inactive read as strong as hits
HTR2A ag: mouse HTR2A agonism via beta-arrestin recruitment; activation, % at 7.6 µM; CHO-K1 mHTR2A beta-arrestin complementation, luminescence; percent of 30 µM serotonin response; P35363; AID 624169; hit rate 0.66% among 360,000;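 active = activation above a run cutoff, the mean activation of all tested compounds plus 3 SD, cut at about 14% in these data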;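 also: 0% = plate median of compound wells and 100% = 30 µM serotonin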
Target sequence (P35363 whole entry, looked up): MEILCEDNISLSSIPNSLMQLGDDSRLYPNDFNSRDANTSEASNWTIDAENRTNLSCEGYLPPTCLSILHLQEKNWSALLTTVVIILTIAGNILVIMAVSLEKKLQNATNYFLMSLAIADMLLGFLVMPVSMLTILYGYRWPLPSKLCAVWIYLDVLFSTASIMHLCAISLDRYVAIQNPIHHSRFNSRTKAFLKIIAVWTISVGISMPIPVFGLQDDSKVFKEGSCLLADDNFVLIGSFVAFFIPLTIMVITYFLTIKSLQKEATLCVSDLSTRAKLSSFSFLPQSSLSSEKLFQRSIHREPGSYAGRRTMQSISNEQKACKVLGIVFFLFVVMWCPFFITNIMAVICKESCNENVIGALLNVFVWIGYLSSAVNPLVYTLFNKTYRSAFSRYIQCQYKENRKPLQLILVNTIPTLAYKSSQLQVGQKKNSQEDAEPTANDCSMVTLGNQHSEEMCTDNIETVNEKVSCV
The depositor's hits bear a star; ? = inconclusive; . = not tested or not shown; + = active, no number.

SMILES,H9c2 protect,MC4R ag barr,CaV13 ICDI inh,N-glyco inh,MC4R antagonist,aDG glyco up,PDI inh,ABCB6 inh MLPCN,Vif imaging,HTR2A ag
O=C(/C=C/c1ccc(S(=O)(=O)NCc2ccco2)cc1)NCc1ccccc1Cl,-4,-1.9,-5,-4,9,0.3,12,89,-7,-2
CC1CC(C)CN(C(=O)COc2ccc(-c3nnco3)cc2)C1 (configuration not stated),0,-2.0,-4,3,11,0.2,0,103,4,-1
O=C(CC1SC(=NC2CCCCC2)NC1=O)Nc1ccccc1 (configuration not stated),3,-2.8,-11,1,-1,0.1,2,94,14,-3
CC(=O)N[C@H]1[C@H]([C@H](O)[C@H](O)CO)O[C@](O)(C(=O)O)C[C@@H]1O,11,0.1,-5,1,4,-0.1,8,94,11,-4
COc1ccccc1N1CCN(C(=O)c2ccccc2Oc2ccccc2)CC1,5,-0.1,.,-1,2,-0.1,-4,102,-6,-3
Cc1sc(NC(=O)Cc2ccc3c(c2)OCO3)nc1-c1ccc2c(c1)CCN2C(=O)c1ccc(F)cc1,-6,0.4,-8,-4,2,0.3,-3,90,-37,-4
CN(Cc1nc2ccccc2c(=O)[nH]1)C(=O)COc1ccccc1Cc1ccccc1,14,0.4,-5,0,2,0.5,11,106,-4,-4
CCC(C)(C)n1nnnc1C(c1ccc(C)cc1)N1CCN(Cc2cccnc2)CC1 (configuration not stated),0,-0.3,-5,0,0,-0.2,11,102,30,-6
COc1ccc(CN(CCN(C)C)Cc2ccccc2)c(OC)c1,-2,-2.0,-5,1,5,-0.1,-2,97,2,-7
CC1(C)OC2C(CO)OC(n3cnc4c(=S)nc(N)[nH]c43)C2O1 (configuration not stated),8,.,.,2,.,-0.2,.,98,2,6
OC(c1cc(Cl)cc(Cl)c1)c1ncc(-c2ccccc2C(F)(F)F)[nH]1 (configuration not stated),-9,-0.6,-11,0,-5,-0.3,-1,99,8,5
O=C(Nc1cccc(C(F)(F)F)c1)c1cc(-c2ccc(F)cc2)on1,-5,16*,.,4,5,-0.1,0,102,-3,4
Cc1cccc(N2CCN(C(=O)CSCc3c(C)noc3C)CC2)c1C,-19,1.7,.,0,10,6.8*,1,91,-8,7
CC(C)c1ccc(NC(=O)C[n+]2ccn(C3=C([O-])c4ccccc4C3=O)c2)cc1,-14,-1.1,-2,2,12,0.0,-6,101,-9,-3
O=C(O)C1CCCCC1C(=O)Nc1ccccc1C(=O)N1CCN(c2ccc(F)cc2)CC1 (configuration not stated),3,2.1,-5,-5,1,0.1,-5,97,-5,4
O=C(c1cc2c(s1)CCCC2)N1CCN(c2ccccc2)CC1,-14,-2.5,1,1,-2,-0.1,-3,98,0,-4
S=C(NCC1CCCO1)N1CCN(Cc2ccccc2Cl)CC1 (configuration not stated),1,-3.4,+,3,14,0.1,3,99,-17,0
Cc1ccn2c(CN3CCOCC3)c(-c3ccccc3)nc2c1,11,-1.6,-6,-4,5,0.4,3,101,5,2
Cc1ccc(N(C)C(=O)c2ccc(CNc3c(N4CCC(C)CC4)c(=O)c3=O)cc2)cc1,25,-1.8,-3,-2,5,0.1,-6,103,10,2
N#Cc1ccc(C(=O)N2CCN(C(=O)C3CCCO3)CC2)cc1 (configuration not stated),0,-0.8,-6,0,10,0.3,-1,77,-3,2
COc1cc(OC)c([N+](=O)[O-])cc1/C=N/NC(=O)c1ccncc1,33,-1.5,-4,0,11,0.0,-2,95,1,-2
Cn1cc(C(=O)N/N=C/c2ccc([N+](=O)[O-])cc2)c2ccccc21,1,-1.3,-5,-3,-7,0.0,7,90,.,-3
O=c1[nH]c(-[n+]2ccccc2)c(/C=N/NC([S-])=Nc2ccccc2)s1,2,0.1,-70,0,-4,-0.1,-3,131,0,0
COc1ccc2[nH]c(=O)c(-c3nnn(-c4ccc(F)cc4)n3)cc2c1,56*,-2.8,-8,-2,0,-0.1,-1,103,1,-1
CC(=O)N1CCN(C(=O)c2cccc(S(=O)(=O)N3c4ccccc4CC3C)c2)CC1 (configuration not stated),15,0.2,-6,0,2,0.2,2,100,-6,5
C/C(=N\Nc1nncc2ccccc12)c1ccc(Cl)c([N+](=O)[O-])c1,-5,0.5,-4,-4,9,0.0,-2,96,-2,1
O=C(NCC(c1cccnc1)N1CCN(c2ccccc2)CC1)OCc1ccccc1 (configuration not stated),-5,0.0,-6,-1,17,0.4,5,101,-2,-8
Cc1ccc(S(=O)(=O)NCc2ccc(N3CCN(C(=O)OC(C)(C)C)CC3)cc2)cc1,-14,0.2,-8,-6,2,3.3,4,95,-7,7
CCCn1c(SCC(=O)N(C)CC(=O)Nc2ccc(Cl)cc2)n[nH]c1=O,-4,1.5,-3,2,1,0.1,-2,96,8,0
O=C(COc1ccccc1)NCC(=O)N/N=C/c1ccc(O)cc1O,60*,-0.5,5,1,7,0.1,8,98,-2,-2
CN(C)c1nnnn1Cc1ccc(Cl)cc1Cl,-1,-0.5,-7,1,0,0.5,15,99,1,-1
COc1ccc(N2CCN(C(=O)NCc3ccc(OC)c(OC)c3)CC2)cc1,-3,0.4,-3,0,-1,-0.1,12,98,-3,1
CN(Cc1ccccc1)Cc1nc2c(c(=O)n(C)c(=O)n2C)n1CCc1ccccc1,5,1.5,.,1,3,-0.1,9,93,-6,-2
CCN(CC)C(=S)NC(=O)c1ccc(Cl)cc1Cl,1,-3.3,-6,1,0,0.0,-8,100,8,2
COc1ccc(CCN2CC(C(=O)NCc3cn(C)nc3C)CCC2=O)cc1 (configuration not stated),1,-2.1,-6,0,1,0.1,-8,98,-5,1
COC(=O)c1ccc(NC(=O)c2ccccc2CC[N+](=O)[O-])cc1,-2,-1.2,-5,1,-2,0.3,-10,104,5,2
O=C(Nc1ccccc1Cl)c1cccc(NC(=O)C2CCCC2)c1,-3,-0.2,-7,1,15,0.0,4,103,4,-3
Cc1ccc(C(=O)Nc2sc3c(c2C(=O)O)CCCCC3)o1,-31,-0.8,-5,-7,11,-0.1,-3,107,0,0
CCOC(=O)NCc1ccc(CNC(=O)OCC)cc1,3,-1.5,-6,0,-6,0.0,-2,102,-3,8
CCCc1ccc(OCCNC(=O)c2ccco2)cc1,-12,0.5,-2,-2,17,0.5,5,97,-2,-8
Cc1ccc(CNC(=O)CCC(=O)c2cccs2)cc1,-4,-2.5,-3,-1,3,-0.1,0,100,-3,1
Cc1ccc(C)c(NC(=O)CSc2nc(C)cs2)c1,-2,-0.9,-3,-1,22,0.3,-4,97,4,-4
CN(C)C(/C=C/Nc1cccc(Br)c1)=C(C#N)C#N,7,0.1,-5,1,3,-0.1,4,102,-6,0
Cc1cc(C)cc(NC(=O)COC(=O)c2cccc(S(=O)(=O)N3CCCCC3)c2)c1,-4,-4.0,-5,4,3,-0.1,4,88,0,-2
Cc1sc2ncn(CC(=O)NCCCC(=O)N3CCN(c4ncccn4)CC3)c(=O)c2c1C,4,-1.5,.,0,1,-0.1,-2,92,-6,-3
O=C(CN1C2CCCC1CC(NC(=O)C1CCCCC1)C2)Nc1ccccc1 (configuration not stated),-4,-0.4,-4,-2,10,0.2,-1,100,-4,-5
COc1ccc(OC)c(S(=O)(=O)Nc2ccccc2F)c1,-6,-0.6,-9,1,7,-0.3,3,97,-4,3
O=S1(=O)NC(CC2=CCCCC2)C2CCCCC2O1 (configuration not stated),-2,7.0,-2,-1,7,0.6,-1,103,-4,-4
Cc1cccc(C(=O)C2CCOC(C)(C)C2)c1 (configuration not stated),0,-2.1,-14,-3,6,-0.1,2,104,-10,-1
Cc1nc2c(ncn2-c2ccccc2)c(=O)n1NC(=O)CN1CCCCC1,3,-0.5,-20,2,4,0.0,-5,92,4,7

The results go on:
SMILES,H9c2 protect,MC4R ag barr,CaV13 ICDI inh,N-glyco inh,MC4R antagonist,aDG glyco up,PDI inh,ABCB6 inh MLPCN,Vif imaging,HTR2A ag
O=C(CCCCCNC(=O)N1CCn2c1nc1ccccc12)N[C@@H](C(=O)O)c1ccccc1,0,-1.7,.,-1,-1,0.2,.,99,0,-5
CCCCCNC(=O)C(C)Sc1ccc(Cl)cc1 (configuration not stated),3,-0.7,-5,1,7,0.3,-4,110,-4,1
O=C1CCN(c2ccc([N+](=O)[O-])cc2F)CC1,0,-0.2,-7,-1,-6,0.1,2,98,5,6
O=C(O)c1ccc(COc2ccc3c(c2)CCC3)cc1,6,-2.2,-2,-5,-1,-0.2,5,95,9,-2
O=C(NC1CCCCC1)c1ccccc1NC(=O)C1CC(=O)N(c2ccc(Cl)cc2)C1 (configuration not stated),-1,-1.8,-6,-1,6,-0.2,-2,96,7,-3
COc1cc(S(=O)(=O)N(Cc2ccccc2)CC2CCCO2)ccc1-n1cnnn1 (configuration not stated),7,-1.3,-7,-2,7,-0.4,7,96,14,-3
CC(C)CN(C(=O)c1ccc(C(F)(F)F)cc1)c1c(N)n(CC(C)C)c(=O)[nH]c1=O,5,-0.3,-7,4,2,-0.1,-3,102,21,0
CN1CCN(C(=O)c2ccc(CSc3nc4ccncc4n3Cc3ccc(F)cc3)cc2)CC1,17,-1.8,-3,-1,-5,-0.1,.,98,.,0
Cc1cccc(Nc2c([N+](=O)[O-])c(=O)n(C)c3ccccc23)c1,8,-0.2,-3,-1,-2,0.1,3,95,-3,3
CCc1ccc(CNC(=O)C2CCN(S(=O)(=O)N3CCC4(CC3)OCCO4)CC2)cc1,6,-2.2,-4,-1,3,0.1,-1,96,-2,-1
O=C(CN1C(=O)COc2ccc(S(=O)(=O)N3CCOCC3)cc21)Nc1cccc(Cl)c1,3,-3.0,-3,0,4,0.1,4,98,?,-1
COc1cc(CCC(=O)Oc2ccc(C(C)=O)cc2)cc(OC)c1OC,-1,-2.1,-4,2,18,-0.1,1,106,-1,-2
CCN(CC(=O)Nc1ccccc1C(F)(F)F)C(=O)COc1cccc2c1OC(C)(C)C2,0,0.2,-7,-2,-3,0.1,6,97,-3,4
Cc1ccccc1NC(=S)NCCc1ccc(S(N)(=O)=O)cc1,-1,-0.2,-15,-3,11,0.4,4,99,-5,8
O=C(Cc1ccc(Cl)cc1)NCC(=O)N1CCN(Cc2ccccc2)CC1,-1,-2.2,.,0,5,-0.2,5,99,.,3
CCCn1c2ccccc2c2nnc(SCc3[nH]c(=O)[nH]c3C(=O)CCCCC(=O)OCC)nc21,1,-0.1,-5,-2,-41,0.2,-3,98,3,-1
COc1ccc(-c2cc(-c3ccccc3)nc(SC(C)C(=O)O)c2C#N)cc1 (configuration not stated),0,3.7,-3,2,14,-0.1,-4,99,-5,11
